Source: PubChem
aSyn rescue: inhibitors of alpha-synuclein toxicity in yeast; Yeast expressing alpha-synuclein, growth rescue, BacTiter-Glo, 24 h; Potency, µM (top dose mostly 46.1 µM), without a hit: top-dose growth rescue (activation), most hits filed as activators; actives 0.14% (n = 370,000); AID 652106; further: % of control where 0% means no effect; nearly all actives have a fitted effect of over 65% in size
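Screening used galactose-induced yeast with toxic alpha-synuclein levels, exposed to compound for 24 hr at 30 deg C. Cell growth, read with BacTiter-Glo luminescence, gave the measured signal.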
PTHR1 agonist: PTHR1 (human) receptor agonism | HEK293 GP2 PTHR1 cells, GloSensor cAMP luminescence, 1 h | Potency, µM (top dose mostly 115 µM), inactives show top-dose activation, most hits filed as activators | actives 0.075% (n = 410,000) | AID 743266; further: nearly all actives have a fitted effect of over 55% in size; some results filed as inactive show a strong effect at the top dose; inactives centre near -15; many of its hits are not listed in these tables
Target sequence (Q03431 whole entry, looked up): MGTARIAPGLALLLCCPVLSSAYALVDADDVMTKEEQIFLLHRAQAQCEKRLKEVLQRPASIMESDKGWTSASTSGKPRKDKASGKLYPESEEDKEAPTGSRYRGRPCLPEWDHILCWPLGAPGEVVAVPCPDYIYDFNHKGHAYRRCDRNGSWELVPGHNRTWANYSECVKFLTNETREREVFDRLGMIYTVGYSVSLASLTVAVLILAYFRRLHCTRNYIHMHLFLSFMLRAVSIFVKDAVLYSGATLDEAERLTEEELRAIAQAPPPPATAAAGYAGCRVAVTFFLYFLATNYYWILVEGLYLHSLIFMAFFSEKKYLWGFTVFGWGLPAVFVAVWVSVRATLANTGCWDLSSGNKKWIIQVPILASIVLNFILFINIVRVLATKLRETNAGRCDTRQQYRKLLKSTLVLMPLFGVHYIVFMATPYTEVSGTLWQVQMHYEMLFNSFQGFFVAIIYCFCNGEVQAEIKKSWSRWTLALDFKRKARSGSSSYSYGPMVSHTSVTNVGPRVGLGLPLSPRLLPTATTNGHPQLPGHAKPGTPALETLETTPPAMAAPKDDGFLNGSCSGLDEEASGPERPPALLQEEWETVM
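HEK-293-derived GP2 cells expressing PTHR1 and a GloSensor cAMP reporter, 3,000/well, plated overnight, given luciferin plus IBMX (each 0.5 mM as added) for 1 h at 37 °C, then compound for 1 h at 37 °C. Luminescence was read after 15 min at room temperature.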
EPAC2 ag: EPAC2 (human) agonism | EPAC2 activation, biochemical qHTS; response scale: 100% = 6.5 mM cAMP response | AID 720711 | Q8WZA2 | Potency, µM (highest dose often 154 µM), inactives show at the top dose activation, actives largely listed as activators | actives 0.079% (n = 360,000); further: nearly all actives have a fitted effect of over 50% in size
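Nucleotide exchange monitored as fluorescence drop when BODIPY-GDP leaves Rap1B. Reaction: 100 nM EPAC2, 250 nM RAP1B-BODIPY-GDP, 50 uM GDP, room temperature, kinetic read over 30 min. Activity expressed relative to 6.5 mM cAMP.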
FUS suppressor: FUS proteinopathy suppression in yeast | S. cerevisiae FUS-expressing, growth rescue, OD600, 24 h | Potency, µM (highest dose often 76.6 µM), without a hit: at the highest dose growth rescue (activation), most hits filed as activators | actives 0.24% (n = 390,000) | AID 1347120;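 further: plate controls were DMSO vehicle for no effect and reference control for full effect; nearly all actives have a fitted effect of over 55% in size; some results filed as inactive show a strong effect at the top dose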
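Galactose (2%) drives FUS expression in yeast precultured in raffinose; seeding density OD 0.005. Test compounds incubated 24hr at 30C and 99% humidity before absorbance at 600 nm was measured.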
EPAC1 ag: activates human EPAC1 exchange factor; O95398; EPAC1 agonist qHTS, biochemical assay; response scale: 100% = response to 6.5 mM cAMP; Potency, µM (titrated, usually from 154 µM), without a hit: top-dose activation, usual class: activators; actives 0.073% (n = 360,000); further: nearly all actives have a fitted effect of over 60% in size
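Nucleotide exchange by EPAC1 (100 nM) on Rap1B–BODIPY-GDP (250 nM) in the presence of 50 uM GDP is tracked fluorescently at 480/540 nm over 30 min. Signals are normalized to a 6.5 mM cAMP control.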
EPAC1 antagonist: EPAC1 (human) antagonism. O95398. EPAC1 GEF assay, Rap1b-BODIPY-GDP exchange fluorescence. Potency, µM (highest dose often 115 µM), for inactives: top-dose activity change, negative = inhibition, most hits filed as inhibitors. actives 0.14% (n = 360,000). AID 720709;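 further: plate controls were vehicle for no effect and positive control for full effect; nearly all actives have a fitted effect of over 50% in size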
TDP-43 yeast inh: TDP-43 toxicity inhibition in yeast; TDP-43 expressing yeast growth rescue, BacTiter-Glo, 24 h; Potency, µM (titrated, usually from 46.1 µM), without a hit: at the top dose growth rescue (activation), usual class: activators; actives 1.8% (n = 410,000); further: % of control where 0% means no effect; nearly all actives have a fitted effect of over 50% in size
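Growth rescue of TDP-43-toxic yeast measured as ATP luminescence (BacTiter-Glo). Cells grown to mid-log in raffinose, induced in galactose at OD600=0.02, exposed to compound 24 hr at 30 deg C.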
EPAC2 antagonist: EPAC2 (human) antagonism; AID 720708; actives 0.18% (n = 360,000); Q8WZA2; EPAC2 GEF exchange of Rap1B-BODIPY-GDP, fluorescence; Potency, µM (titrated, usually from 114 µM), inactives show at the top dose activity, negative = inhibition, usual class: inhibitors; further: on the % scale 0 is the no-effect control and ±100 the full control effect; nearly all actives have a fitted effect of over 45% in size; many of its hits are not listed in these tables
Starred values were filed as active, the others as inactive; i = inactive; ? = inconclusive; / = no result given; [ ] = remark or other dose. The call rests on the fitted dose curve; in most records, active means well fitted curve in the direction sought with a large enough effect; inconclusive means small, poorly fitted or top-dose-only effect, or another doubt; inactive means no such curve, though single readings can be large; an effect the other way counts as inactive or inconclusive. Potency means the concentration at half of the fitted maximal effect. Only part of the results is shown; the hit share may differ from the screen's.

SMILES	aSyn rescue	PTHR1 agonist	EPAC2 ag	FUS suppressor	EPAC1 ag	EPAC1 antagonist	TDP-43 yeast inh	EPAC2 antagonist
COc1ccc(C2C3C(=O)N(Cc4ccccc4)C(=O)C3ON2c2ccccc2)c(OC)c1OC (configuration not stated)	27%	-29%[57.5 µM]	6%	19%	6%	-17%	13%	-8%
COc1cc(Br)cc2cc(C(=O)N3CCOCC3)c(=O)oc12	1%	29%	3%	6%	4%	-22%	/	4%
CC(C)OC(=O)CSc1nc2cccnc2n1-c1ccc(F)cc1	-4%	i	13%	19%	2%	-14%	12%	-5%
Cc1cc(C)nc(Nc2nc(=O)c3ccccc3s2)n1	0%	-13%[57.5 µM]	7%	3%	11%	-15%	-10%	13%[57.1 µM]
COc1cccc(/C=C/C(=O)NCCc2ccc(OC)c(OC)c2)c1	-15%	0%	7%	5%	6%	-16%	26%	-1%
COc1ccc(-c2cc(C)no2)cc1S(=O)(=O)Nc1cccc(CN2CCCC2)c1	-10%	?	4%	43%	-2%	-1%	-1%	6%
CCCn1c(=O)c(C(=O)NNS(=O)(=O)c2ccc(C)cc2)c(O)c2ccccc21	-1%	-89%[inhibitor]	-11%	15%	5%	?	-6%	-15%
Cc1noc(C)c1C(=O)OCC(=O)NCCc1ccccc1	3%	i	4%	/	8%	10%	6%	16%
C/C(=N\NC(=S)NCc1ccccc1)c1ccc(Br)cc1	21%	i	6%	14%	4%	-7%	?	-1%
COCCNC(=O)C1(C)CCN(Cc2ccc(C(C)C)cc2)C1 (configuration not stated)	?	-12%	6%	-16%	-2%	7%	15%	-6%
Cc1ccccc1NC(=S)c1nc2ccccc2[nH]1	15%	-25%	6%	-8%	-4%	-7%	18µM*	2%
O=C(Nc1cccc(C(F)(F)F)c1)c1csc([C@@H]2O[C@H](CO)[C@H](O)[C@H](O)[C@H]2O)n1	-1%	-18%	1%	-25%	-5%	-2%	0%	3%
CSCCC(C)N1CCC(Oc2ccc(C(=O)NCc3ccccn3)cc2)CC1 (configuration not stated)	4%	i	3%	-12%	0%	9%	15%	11%
Cc1ccc(OCCNC(=O)c2ccc(COc3ccccc3)o2)cc1	21%	i	23%	39%	-1%	3%	2%	-4%
COc1ccc(C(=O)NNC(=O)c2ccc(F)c(S(=O)(=O)N3CCOCC3)c2)cc1	-5%	-3%	7%	4%	4%	-5%	-15%	4%
S=c1nc(-c2cc(Cl)cc(Cl)c2)[nH][nH]1	-20%	-11%	12%	29%	6%	7%	21%	1%
O=c1c2ccccc2[nH]c(=S)n1CC1CCCO1 (configuration not stated)	0%	i	7%	-9%	8%	-7%	16%	3%
COc1cccc(CC2(CO)CCCN(Cc3sc(N4CCCC4)nc3Cl)C2)c1 (configuration not stated)	4%	-30%	15%	29%	2%	-7%	15%	-9%
CCOc1ccc(-n2cnnn2)cc1S(=O)(=O)N1CCC(C)CC1C (configuration not stated)	8%	-4%	2%	13%	1%	-13%	-3%	-3%
COC(=O)CN(c1ccccc1)S(=O)(=O)c1ccc(F)cc1	-2%	-8%[57.5 µM]	2%	13%	12%	8%	-15%	4%
Cc1[nH]c2ccccc2c1/C=N/Nc1ccc([N+](=O)[O-])cc1S(=O)(=O)Nc1ccc(Cl)cc1	-11%	i	3%	/	0%	2%	10%	-10%
CCCN(CCC)CCCNC(=O)CC(C(=O)N1CCc2ccccc21)n1ccnc1 (configuration not stated)	0%	i	-6%	28%	-2%	12%	-23%	22%
c1ccc(-c2nnc(N3CCOCC3)nc2-c2ccccc2)cc1	-14%	-81%[inhibitor]	3%	11%	8%	-1%	?	-4%
C=CC[C@H](CC(=O)N(CCO)Cc1ccccc1)C(=O)N[C@@H](COC(=O)[C@H](CC=C)CC(=O)OC(C)(C)C)Cc1c[nH]c2ccccc12	1%	-15%	-4%	?	-38%[inhibitor]	-27%	23%	-22%
Cc1cc(C)c(C#N)c(OCC(=O)c2ccccc2)n1	9%	-26%	-3%	3%	2%	10%	26%	5%
COc1ccc(NC(=O)[C@@]2(CC(=O)O)CC(/C=C/c3ccccc3)=NO2)cc1	-5%	i	14%	20%	-4%	?	-13%	6%
CCN1C(=O)[C@H]2[C@H]3CN=C(SCc4ccc(C#N)cc4)N3[C@@](C)(C(=O)OC)[C@H]2C1=O	4%	-1%	5%	-15%	0%	-5%	14%	-2%
CSCCC(NC(=O)c1ccc([N+](=O)[O-])cc1Cl)C(=O)OC(C)C(=O)NCc1ccco1 (configuration not stated)	0%	i	-2%	-3%	-4%	8%	6%	0%
O=C1CCC2c3[nH]c4ccccc4c3CCN12 (configuration not stated)	-1%	i	13%	9%	-2%	8%	15%	7%
O=C(CCSc1nnc(-c2ccco2)o1)N1CCOCC1	0%	i	9%	4%	5%	-10%	-2%	0%

Record cards, from the list above. Screens in order: aSyn rescue | PTHR1 agonist | EPAC2 ag | FUS suppressor | EPAC1 ag | EPAC1 antagonist | TDP-43 yeast inh | EPAC2 antagonist
Cc1cc(C)c(C#N)c(OCC(=O)c2ccccc2)n1 in the list: 9% | -26% | -3% | 3% | 2% | 10% | 26% | 5%
CSCCC(NC(=O)c1ccc([N+](=O)[O-])cc1Cl)C(=O)OC(C)C(=O)NCc1ccco1 (configuration not stated) in the list: 0% | i | -2% | -3% | -4% | 8% | 6% | 0%
COc1ccc(NC(=O)[C@@]2(CC(=O)O)CC(/C=C/c3ccccc3)=NO2)cc1 in the list: -5% | i | 14% | 20% | -4% | ? | -13% | 6%
COC(=O)CN(c1ccccc1)S(=O)(=O)c1ccc(F)cc1 in the list: -2% | -8%[57.5 µM] | 2% | 13% | 12% | 8% | -15% | 4%
CCCN(CCC)CCCNC(=O)CC(C(=O)N1CCc2ccccc21)n1ccnc1 (configuration not stated) in the list: 0% | i | -6% | 28% | -2% | 12% | -23% | 22%

Next part
SMILES	aSyn rescue	PTHR1 agonist	EPAC2 ag	FUS suppressor	EPAC1 ag	EPAC1 antagonist	TDP-43 yeast inh	EPAC2 antagonist
C[C@H]1CN([C@@H](C)CO)C(=O)CCCn2nncc2CO[C@H]1CN(C)C(=O)c1ccc2ccn(C)c2c1	-2%	-15%	12%	5%	-12%	-6%	8%	13%
Cc1ccc(NC(=S)N2CCOCC2)cc1	-7%	i	2%	/	-6%	6%	15%	17%
COc1ccc(CC(=O)Nc2cccc(Cl)c2C)cc1S(=O)(=O)N1CCOCC1	-8%	-72%[inhibitor]	17%	-10%	-6%	-3%	-15%	3%
CCOc1ccc(N(CC)C(=O)COc2cc(=O)n(C)c3ccccc23)cc1	-4%	i	11%	7%	9%	-11%	0%	7%
CC(C)CC(NC(=O)CC12CC3CC(CC(C3)C1)C2)C(=O)NC1=NCCS1 (configuration not stated)	1%	-27%	-2%	11%	-2%	-10%	9%	3%
CCOc1ccc(N/N=C(/C#N)C(N)=O)cc1	-50%[inhibitor]	-5%[57.5 µM]	5%	19%	-1%	6%	-32%[inhibitor]	2%
O=[N+]([O-])c1c(O)c(Cl)cc(Cl)c1Cl (tested in a mixture with another compound)	-45%[inhibitor]	-7%	5%	-13%	2%	-21%	-84%[inhibitor]	?
C=CC[N+](C)(C)C/C(Cl)=C(\Cl)c1ccccc1	1%	i	-2%	-23%	-9%	8%	24%	17%
CCc1ccc(CNC(=O)C2Cc3cc(S(=O)(=O)N4CCCC4)ccc3N2C(C)=O)cc1 (configuration not stated)	-4%	-12%	4%	?	14%	-6%	1%	3%
COC(=O)c1cc(C(=O)N2CCN(c3ncccn3)CC2)cc([N+](=O)[O-])c1	-2%	-1%	14%	33%	0%	-2%	0%	4%
COc1ccc(-c2cc(C(=O)N3CCCCC3)c3ccccc3n2)cc1OC	7%	i	5%	-47%[inhibitor]	-10%	-29%	-21%	-8%
Cn1c(SCC(=O)c2ccc(F)cc2)nnc1-c1ccccc1Br	2%	-76%[inhibitor]	/	2%	/	/	13%	/
C/C(=N\Nc1nncc2ccccc12)c1cccc(OC(F)F)c1	-22%	-22%	4%	-8%	-5%	9%	-24%	-16%
COc1ccc(NCc2nnc(SCC(=O)Nc3nc(-c4ccccc4)cs3)n2-c2ccccc2)cc1	3%	i	-12%	/	-5%	-11%	5%	5%
Cc1cc(=O)[nH]c(-c2ccccc2)n1	0%	i	5%	-2%	-8%	11%	-31%	6%
Cc1[nH]n(-c2ccccc2)c(=O)c1/C=N/N1C(=O)c2ccc3c4c(ccc(c24)C1=O)CC3	25µM*	i	-3%	31%	-5%	-30%	5µM*	6%
O=c1[nH]cnc2c1ncn2-c1ccc(N(CCO)CCO)cc1	0%	-21%	-5%	/	5%	-4%	0%	-2%
CCc1ccc(S(=O)(=O)N/N=C\c2cn(CC(N)=O)c3ccccc23)cc1	-4%	-28%	9%	4%	?	-9%	-14%	0%
Cc1occc1C(=O)Nc1ccc(OCc2ccccc2)cc1	-22%	-22%	-6%	7%	1%	-9%	-21%	3%
C=CCn1c(C)cc(C(=O)CSc2nnc(Cc3ccccc3)o2)c1C	2%	-15%	10%	2%	6%	-1%	2.5µM*	-18%
O=c1c(-c2ccccc2)coc2cc(O)ccc12	-3%	-44%[inhibitor]	9%	-4%	-18%	-9%	15%	19%
O=C1C=C(c2cc3ccccc3o2)C[C@@H](c2ccc(F)cc2)C1	1%	-17%	3%	29%	3%	11%	5%	-10%
COc1cc(CNc2ccc3[nH]c(=O)[nH]c3c2)ccc1OCc1ccccc1Cl	-1%	-27%	6%	27%	6%	-3%	5%	-5%
O=C(c1ccc(-n2cncn2)c([N+](=O)[O-])c1)N1CCN(S(=O)(=O)c2ccc(Cl)cc2)CC1	2%	-18%	6%	20%	-3%	12%	-23%	-3%
CCCC[C@H](CN(N=O)[C@@H](Cc1ccccc1)CN(C)N=O)N(CCc1ccccc1)N=O	0%	i	10%	?	10%	-10%	2%	-6%
CCN(CC(=O)Nc1ccc(OC)cc1)CC(=O)Nc1ccc(Br)cc1F	13%	-12%	-7%	8%	-2%	-14%	-9%[9.22 µM]	-12%
CC(C)c1ccc(NC(=O)Nc2nnc([C@@H]3C[C@H](O)[C@@H](CO)O3)s2)cc1	-4%	-25%	14%	-11%	-18%	21%	19%	10%
CCN(CC)CCNc1nc(C(F)(F)F)nc2c1nnn2Cc1ccccc1	5%	i	-2%	2%	-1%	-3%	-2%	-8%
N#CCCN(Cc1ccncc1)C(=S)NC1CC2C=CC1C2 (configuration not stated)	3%	i	-3%	-7%	-1%	4%	-3%	10%
